# Source: PubChem BioAssay (several laboratories)
# Hep lipid drop: inhibitors of hepatocyte lipid droplet formation, primary screen, imaging, high-throughput imaging, BODIPY stain; AML12 mouse hepatocytes, oleate lipid droplets; inhibition, % at 6.5 µM; hit rate 0.4% among 240,000; AID 1656, 2009;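 active = lipid droplet intensity inhibited by at least 50%, with more than 500 cells counted; inconclusive = wells with under 300 cells, treated as cytotoxic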
#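 System: AML12 hepatocytes (mouse). Probe or stimulus: oleic acid at 100 µM to induce lipid droplet formation. Times: overnight treatment with compound plus oleate. Detection: Image-based BODIPY and DAPI two-channel analysis. Evaluation: percent inhibition of filter-corrected integrated lipid droplet intensity per well.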
# human PMI inhibition: inhibitors of human PMI, primary screen, biochemical, fluorescence intensity, coupled assay (AID 1209); purified PMI enzyme, coupled fluorescence intensity; higher % means a stronger effect; one-dose inhibition, % at 20 µM; IC50 in µM for titrated hits; hit rate 0.42% among 190,000; in the data active = inhibition above about 50%;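 note: plate controls were DMSO vehicle for no effect and wells lacking substrate for full effect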
# T cell HTS: modulators of CD8 T cell-vesicle binding, primary screen, mouse 2C CD8+ T cells, flow cytometry; calls only at 7 µM; hit rate 0.068% among 330,000; 2C CD8+ T cell-vesicle binding; hits give low values;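 active = response, share of CD8 T cells binding vesicles, and their 90th percentile fluorescence all below set limits, cut at about 80% in these data, passing the limit was not always enough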
#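 Assay system: 2C TCR transgenic mouse naive CD8+ T cells, MACS-purified | Read-out: CD8+ gate FL2 mean fluorescence as % of same-row positive control | Signal: High-throughput flow cytometry with anti-B7-1 and anti-CD8 staining | Timing: Binding step 1.5 h, 37 °C, antibody labelling 20 min, ice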
# bCat nuc transl: modulators of beta-catenin nuclear translocation, primary screen, imaging, HeLa cells, immunofluorescence, high-content; nuclear translocation activity, % at 5 µM; hit rate 0.3% among 190,000;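 active = nuclear translocation activity above 50% at 5 µM, with a well cell count of 50 or more; inconclusive = wells under 50 cells across six images, flagged as toxic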;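 note: per-cell ratio of nuclear to cytoplasmic median beta-catenin stain intensity; plate controls were DMSO negative control for no effect and GSK-3 inhibitor IX positive control for full effect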
#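 Signal – beta-catenin immunofluorescence imaging with DAPI · Test system – human HeLa cell line · Dosing – 5 µM primary single dose, 0.1% DMSO, 0.02–20 µM confirmation series · Measure – % activation, nuclear-to-cytoplasmic median beta-catenin signal ratio per cell · Incubation – 24 h compound exposure at 37°C, 5% CO2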
# Myeloid diff MLP: induction of myeloid progenitor differentiation, primary screen, cell-based, flow cytometry, MLPCN library | hit rate 1% among 360,000 | calls only at 10 µM | ER-HoxA9 myeloid progenitors, lysozyme-GFP differentiation;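 active = normalized GFP-positive differentiation at or above the plate's own cutoff, the solvent-only control mean plus 3 SD; inconclusive = no clear call, values can overlap the other calls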;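 note: cells exposed to compound for four days before flow analysis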
# Dynein cargo inh: inhibitors of GR-EGFP nuclear translocation, primary screen, dynein cargo transport inhibitor project, imaging, high-content, 3617.4 mouse cells. z-score, hits read low. hit rate 0.47% among 220,000. test concentration mostly 20 µM; stimulated with dexamethasone, 1 µM; hits give low values;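 active = plate z-score of nuclear minus cytoplasmic receptor signal below a set negative limit, without overly bright fluorescence or cell loss, cut at about -3.5 in these data, passing the limit was not always enough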;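 note: z-score of nuclear minus cytoplasmic ring GR-EGFP intensity difference per well; some compounds called inactive have numbers as strong as hits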
#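 Schedule: 48 h induction, then 1 h compound, then 30 min agonist, 37 °C. Buffer or medium: tetracycline-free induction medium containing charcoal-stripped FBS. Reagent: 1.0 µM final dexamethasone stimulus. Evaluation: nuclear versus cytoplasmic GR-EGFP signal, averaged per well. Signal: high-content fluorescence imaging after fixation.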
# TNAP activation fold: human TNAP enzyme activators, primary screen, biochemical, luminescent, no phosphate acceptor, uHTS (AID 1001); activation fold at 20 µM, or EC50 in µM where a hit was titrated; purified TNAP, luminescent activation assay, no phosphate acceptor; higher activation fold means a stronger effect; hit rate 0.03% among 200,000; in the data active = activation fold from about 3, or a potency from the dose series; inactive = the rest, 99 in 100 with activation fold below about 1.6; note: many of its hits are not listed in these tables
# Ins promoter up: insulin promoter activators in MIN6 cells, imaging, high-content screening, mouse beta cells; MIN6 insulin promoter-GFP reporter; hits give high values; hit rate 0.3% among 190,000; z-score at 5 µM;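 active = z-score above 3 at 5 µM with at least 500 cells counted in the well; inconclusive = wells under 500 cells, flagged as cytotoxic or low count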
# MT stabilize HCS: microtubule stabilizers in HeLa cells, primary screen, imaging, high-content imaging. HeLa tubulin immunostaining HCS, 24 h; share of cells brighter than vehicle mean+2SD. hit rate 0.83% among 200,000. % tubulin-high responders, % at 10 µM;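 active = plate Z-score above 3 for both tubulin-high and condensed-nucleus cell shares, with cell loss under 80%, at 10 µM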;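 note: anti alpha tubulin signal scored within the nucleus-defined area of each cell; some results filed as inactive read as strong as hits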
# Dynein cargo inh cytoplasmic EGFP: also measured in Dynein cargo inh; calls as there; z-score; measured here: cytoplasmic GR-EGFP intensity; hits give high values
# Dynein cargo inh nuclear GR-EGFP: recorded beside Dynein cargo inh, whose call it bears; z-score; measured here: nuclear GR-EGFP intensity;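 lower value marks the stronger effect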
# Dynein cargo inh cell count: second read-out of Dynein cargo inh, no call of its own (marks repeat the call); z-score; measured here: cell count per field
# Ins promoter up cell count: recorded beside Ins promoter up, whose call it bears; cell count; measured here: cytotoxicity, nuclei count;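 total cells summed across four imaged fields per well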
# Hep lipid drop cells 6.5 µM: also measured in Hep lipid drop; calls as there; cell count; measured here: cell count, cytotoxicity flag;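 cells counted across two imaged fields per well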
# bCat nuc transl cell count 5 µM: recorded beside bCat nuc transl, whose call it bears; cell count; measured here: cell count, cytotoxicity flag
# T cell HTS vesicle-bound %: also measured in T cell HTS; calls as there; double positive events, %; measured here: CD8+ vesicle-bound cell fraction;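 binding gate set so that unloaded-vesicle control wells show 10% double positive cells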
# MT stabilize HCS Hoechst-high %: recorded beside MT stabilize HCS, whose call it bears; % Hoechst-high responders; measured here: nuclear condensation Hoechst responders;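 share of cells brighter than vehicle mean plus two SD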
# MT stabilize HCS cytotoxicity %: also measured in MT stabilize HCS; calls as there; toxicity, %; measured here: cytotoxicity by cell density;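 0% = mean cell density of plate MIN control wells and 100% = no cells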
# Myeloid diff MLP GFP+ MAC1+ %: recorded beside Myeloid diff MLP, whose call it bears; GFP+ MAC1+ double positive, %; measured here: differentiation confirmed by MAC1 staining
# * marks the source's active call; other numbers are inactive results; i = inactive; ? = inconclusive; · = no result given.
SMILES,Hep lipid drop,Hep lipid drop cells 6.5 µM,human PMI inhibition,T cell HTS,T cell HTS vesicle-bound %,bCat nuc transl,bCat nuc transl cell count 5 µM,Myeloid diff MLP,Myeloid diff MLP GFP+ MAC1+ %,Dynein cargo inh,Dynein cargo inh cytoplasmic EGFP,Dynein cargo inh nuclear GR-EGFP,Dynein cargo inh cell count,TNAP activation fold,Ins promoter up,Ins promoter up cell count,MT stabilize HCS,MT stabilize HCS Hoechst-high %,MT stabilize HCS cytotoxicity %
C/C(=N\NC(=O)c1ccc([N+](=O)[O-])cc1)c1c(O)cc(C)oc1=O,-6,707,-41%,i,42,0.8,1044,i,0.1,0.43,-0.38,0.23,0.51,1.1,-0.28,1246,4.6,2.7,7.6
COc1cccc(NC(=O)C2C3C=CC4(O3)C2C(=O)N(C2CC2)C4C(=O)NC2CCCCC2C)c1 (stereo not drawn),·,·,-9%,i,51,-1.3,1041,i,1.0,-0.4,-0.23,-0.091,-0.56,1.1,-0.17,991,1.5,1.8,5.9
CN(Cc1nc(-c2cccs2)no1)CC1COCCO1 (stereo not drawn),-4,735,4%,i,43,0.2,952,i,0.3,0.0054,-0.32,0.032,0.54,1.1,-0.39,1472,6.5,1.6,4.7
Cc1ccc(/C=C/C(=O)O)cc1S(=O)(=O)NCCCC(=O)O,·,·,0%,i,60,-1.0,1355,i,0.5,-0.86,-0.19,-0.62,1.1,1.1,0.19,1521,2.1,1.6,9.5
N/C(=N\OC(=O)c1ccc([N+](=O)[O-])cc1)c1ccccn1,2,695,-7%,i,36,-2.7,1053,i,0.1,0.75,-0.23,0.78,-0.99,1.1,0.43,1100,2.7,1.4,4.9
COc1ccc(Nc2nc3ccccc3c(=O)s2)c(OC)c1,·,·,-4%,i,45,-2.1,959,i,1.0,-0.65,-0.18,0.025,0.018,1.1,-0.51,1323,5.1,2.3,1.7
Cc1cccc(C(=O)Nc2nnc(-c3ccncc3)o2)c1,5,704,0%,i,61,1.6,1043,i,0.4,-0.33,-0.28,-0.2,0.74,1.3,2.4,1148,3.3,1.4,5.1
COC(=O)c1cc2occc2n1Cc1nc(-c2cccc(Cl)c2)oc1C,-8,736,-3%,i,33,3.4,543,i,1.8,-0.7,-0.26,0.36,1,1.1,-0.12,1228,3.7,2.9,5.1
COC(=O)c1ccc(Cl)c(NC(=O)NC23CC4CC(CC(C4)C2)C3)c1,9,813,6%,i,29,·,·,i,0.0,0.76,0.003,0.51,-0.57,1.4,·,·,2.7,1.6,7.6
CC(=O)Nc1ccc(-c2csc(NC(=O)c3ccc(C)o3)n2)cc1,12,705,-2%,i,34,·,·,i,0.8,-0.77,-0.27,-0.34,0.72,1.1,-0.47,928,0.9,1.1,16
O=S(=O)(c1ccc(Cl)s1)N1CCCc2cccc(O)c21,-6,748,7%,i,28,-2.3,1196,i,0.5,-0.1,-0.28,0.31,0.27,1.2,1,881,1.8,1.5,2.8
COc1ccc(OCC(=O)O/N=C(\N)Cc2ccc(Cl)cc2)cc1,·,·,3%,i,45,1.1,812,i,0.8,-0.54,-0.27,-0.17,0.52,1.1,-0.45,1398,1.8,1.3,2.4
CC1(C)CC(=O)C(N=Nc2cccc(S(=O)(=O)N3CCOCC3)c2)=C(O)C1,-1,719,·,i,39,-0.2,1373,i,0.5,0.35,-0.22,0.25,0.1,·,1,1080,·,·,·
CNC(=O)C1Cc2ccccc2CN1S(=O)(=O)c1cccs1 (stereo not drawn),-3,640,12%,i,40,-0.7,953,i,0.3,0.33,-0.3,-0.11,-0.062,1.1,-0.25,1407,2.7,2.1,2.4
COc1ccccc1OCc1ccc(C(=O)N(C)C)o1,·,·,7%,i,54,-0.8,1308,i,0.5,0.07,-0.26,-0.61,-0.11,1,-0.04,1654,2.5,1.4,5.0
Cc1ccc(CN(CC2CCCO2)C(=O)CN2C(=O)C(C(C)C)Oc3ccccc32)o1 (stereo not drawn),·,·,2%,i,47,0.0,1062,i,5.2,-2.7,0.032,-0.86,0.95,1,-0.57,1048,3.0,1.9,8.8
CC1(C)CN(c2ccc(CC#N)cc2)C1=O,-7,674,-7%,i,34,1.7,1046,i,0.1,0.12,-0.098,0.27,-0.41,1.1,0.03,1186,3.8,1.8,2.5
COCCCNc1nc(N)c([N+](=O)[O-])c(Nc2ccccc2OC)n1,7,697,·,i,14,1.0,1267,i,0.1,0.57,-0.24,0.86,-0.1,·,-1.2,908,·,·,·
O=C(Cn1c(=O)sc2ccccc21)Nc1ccc(S(=O)(=O)N2CCCCC2)cc1,0,717,12%,i,33,-0.4,1214,i,0.9,0.19,-0.21,0.46,-1.1,1.2,-0.06,861,6.4,2.5,3.9
O=C(c1ccc(C(F)(F)F)cc1)C1CCCN(C(=O)CCc2cnccn2)C1 (stereo not drawn),-2,737,15%,i,58,2.2,1041,i,0.6,-0.48,0.38,-0.18,1,1,-0.22,1464,1.2,1.9,5.7
CC#CC[N+](C)(C)CCCCCCCCCCCC,-97,599,7%,i,22,10,335,?,·,-0.046,-0.19,0.015,0.47,1.1,?,·,8.2,3.9,12
Cc1cc(C)cc(NC(=O)NC(C)C2CCCO2)c1 (stereo not drawn),-13,656,-5%,i,39,-0.6,1082,i,0.7,-0.37,-0.34,-0.13,1.4,1.1,-0.01,1468,1.0,1.3,3.7
O=S(=O)(Nc1ccc(-c2nc3ccccc3o2)cc1)c1ccccc1,·,·,4%,i,57,-0.7,1138,i,1.5,-0.53,-0.18,-0.21,0.61,1.1,-0.92,977,1.8,1.9,3.5
Cc1ccc(S(=O)(=O)CC(O)COc2ccc(C#N)cc2)cc1 (stereo not drawn),-5,757,7%,i,41,0.8,1468,i,0.3,-0.37,-0.21,-0.061,0.63,1.1,-0.87,1580,0.9,2.0,3.4
Cc1cc(Oc2ccc(C#N)cc2)nc(NCc2ccccc2)n1,·,·,9%,i,62,-2.4,964,i,0.5,2,0.042,1.2,-2.1,1,-0.01,1097,3.2,1.2,8.5
O=C(NNC1CC(=O)N(c2ccc(Cl)cc2)C1=O)c1ccccn1 (stereo not drawn),-13,697,-13%,i,64,-0.3,1121,i,0.0,0.46,-0.38,-0.37,-0.079,1,0.45,1213,1.1,3.1,4.2
CS(=O)(=O)c1ccc(N2CCOCC2)c(S(C)(=O)=O)c1,3,773,-5%,i,38,·,·,i,0.8,0.14,-0.3,0.2,1,1,0.37,1098,2.4,1.9,26
Cc1nn(-c2ccccc2)c2nc(C(F)(F)F)[nH]c(=O)c12,16,698,2%,i,37,-2.9,1089,i,0.2,-0.42,-0.27,-0.36,0.85,1,0.63,1497,2.1,3.1,5.1
O=C(c1ccc2c3c(cccc13)CC2)C1CCCN(C(=O)c2cc[n+]([O-])cc2)C1 (stereo not drawn),-15,684,12%,i,57,0.5,932,i,0.2,-1.6,-0.22,-0.83,0.51,1.1,·,·,2.1,2.6,6.2
O=C(Nc1ccccc1C(=O)N/N=C/c1ccc(O)cc1)c1ccccc1,4,680,·,i,8,0.8,1335,i,0.9,0.23,-0.29,0.16,-0.06,·,1.1,1408,·,·,·
O=C(COC(=O)c1ccccc1F)c1ccc(-n2nncc2-c2ccco2)cc1,·,·,4%,i,22,1.4,1127,i,0.4,2.4,-0.1,1.4,-2,1.1,-1.2,972,2.7,1.9,0.6
Cc1cc(NC(=O)Cn2nc3c(cc2=O)CCCC3)ccc1Br,·,·,-11%,i,55,-6.1,885,i,0.7,-0.27,-0.21,-0.11,0.51,1,-0.22,1410,3.0,2.8,11
CCOC(=O)c1c(CN2CCN(C)CC2)n(-c2ccccc2)c2cc(Br)c(O)cc12,26,755,·,i,55,0.5,1291,i,0.9,0.7,-0.034,0.8,-0.66,·,0,1013,·,·,·

# Some of these compounds in order of heavy-atom count, low to high:
SMILES,Hep lipid drop,Hep lipid drop cells 6.5 µM,human PMI inhibition,T cell HTS,T cell HTS vesicle-bound %,bCat nuc transl,bCat nuc transl cell count 5 µM,Myeloid diff MLP,Myeloid diff MLP GFP+ MAC1+ %,Dynein cargo inh,Dynein cargo inh cytoplasmic EGFP,Dynein cargo inh nuclear GR-EGFP,Dynein cargo inh cell count,TNAP activation fold,Ins promoter up,Ins promoter up cell count,MT stabilize HCS,MT stabilize HCS Hoechst-high %,MT stabilize HCS cytotoxicity %
CC1(C)CN(c2ccc(CC#N)cc2)C1=O,-7,674,-7%,i,34,1.7,1046,i,0.1,0.12,-0.098,0.27,-0.41,1.1,0.03,1186,3.8,1.8,2.5
CC(=O)Nc1ccc(-c2csc(NC(=O)c3ccc(C)o3)n2)cc1,12,705,-2%,i,34,·,·,i,0.8,-0.77,-0.27,-0.34,0.72,1.1,-0.47,928,0.9,1.1,16
O=C(Nc1ccccc1C(=O)N/N=C/c1ccc(O)cc1)c1ccccc1,4,680,·,i,8,0.8,1335,i,0.9,0.23,-0.29,0.16,-0.06,·,1.1,1408,·,·,·
